Compound activity as filed in PubChem.
SUMO1 PPI mod: SUMO1-SIM interaction modulation. SUMO1 binding to a labelled peptide, TR-FRET, 1 h. 360,000 tested, 0.33% active. inhibition, % at 20 µM; in the data active = inhibition above about 37%
Target sequence (P63165 whole entry, looked up): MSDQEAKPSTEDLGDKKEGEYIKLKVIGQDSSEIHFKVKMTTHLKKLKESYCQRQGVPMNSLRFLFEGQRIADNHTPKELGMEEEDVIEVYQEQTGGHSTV
Scp-1 inhibitor: blocks human Scp-1 phosphatase activity | Q9GZU7 | Recombinant Scp1, phosphopeptide, malachite green phosphate absorbance | inhibition, % at 20 µM | 340,000 tested, 0.88% active | AID 493091;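 active = inhibition above about 50% at 20 µM, limit read from the data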;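 also: plate controls were DMSO wells with enzyme for no effect and wells lacking enzyme for full effect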
Target sequence (Q9GZU7 76-261 limits assumed): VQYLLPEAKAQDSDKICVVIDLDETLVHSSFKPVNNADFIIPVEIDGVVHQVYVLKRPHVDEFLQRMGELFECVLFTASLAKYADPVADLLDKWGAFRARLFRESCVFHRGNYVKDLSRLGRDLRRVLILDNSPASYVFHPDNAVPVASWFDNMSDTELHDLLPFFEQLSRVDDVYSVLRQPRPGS
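Test system: SCP-1 phosphatase catalytic domain, residues 76-261 | Compound dosing: One concentration, 20 µM, with 1.0% DMSO | Schedule: 45 min room-temperature reaction, 5 min colour, 30 min stabiliser | Detection: Absorbance at 630 nm | Read-out basis: % inhibition of SCP-1 phosphate liberation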
STEP block: blocks human striatal-enriched tyrosine phosphatase | recombinant STEP, OMFP fluorogenic substrate, fluorescence | inhibition, % at 20 µM | 360,000 tested, 0.25% active | AID 588621;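 active = inhibition at 20 µM, scaled per plate between control wells, above about 37%, limit read from the data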;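 also: 0% = DMSO with enzyme and substrate and 100% = substrate only without enzyme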
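Measure: Control-normalized % inhibition with plate pattern correction | Test system: STEP phosphatase, cell-free reaction | Medium: pH 6.0 Bis-Tris with DTT and Tween 20 | Technique: Fluorescence, 480/540 nm | Times: Reaction 20 min, ambient temperature | Doses: Single compound dose of 20 µM, 1% DMSO final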
LMPTP block: LMPTP (human) inhibition; P24666; recombinant LMPTP-A, OMFP fluorogenic substrate, fluorescence intensity; inhibition, % at 20 µM; 360,000 tested, 0.22% active; AID 651560;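 active = compounds that cut the enzyme signal by at least half of the control window in the single-dose screen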;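 also: plate controls were DMSO wells with enzyme plus substrate for no effect and substrate without enzyme for full effect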
Target sequence (P24666 whole entry, looked up): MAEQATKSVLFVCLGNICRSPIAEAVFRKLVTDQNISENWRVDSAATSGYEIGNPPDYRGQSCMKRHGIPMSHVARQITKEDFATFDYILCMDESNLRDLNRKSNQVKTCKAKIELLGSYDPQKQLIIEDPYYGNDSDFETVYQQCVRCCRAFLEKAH
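Assay system: LMPTP-A phosphatase enzyme | Input: 0.625 nM enzyme | Also added: Fluorogenic phosphatase substrate OMFP at 400 µM final | Compound dosing: One test concentration per compound, 20 µM, with 3% DMSO overall | Schedule: 50 min enzyme reaction at room temperature, protected from light | Signal: Fluorescence intensity | Benchmarks: no-enzyme and uninhibited controls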
SKN-1 block: blocks SKN-1 activity in C. elegans | C. elegans VP596 Pgst-4::GFP/RFP ratio, acrylamide-induced, 24 h | 360,000 tested, 0.49% active | inhibition, % at 21.8 µM;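 active = interference check ratio from 0.5 to 1.5 plus GFP to RFP signal ratio inhibition reaching or exceeding a fixed threshold, cut at about 30% in these data, passing the limit was not always enough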; also: some compounds called inactive have numbers as strong as hits
NRP1-CendR mod: modulators of CendR peptide binding to human neuropilin-1; FAM-RPARPAR peptide binding to NRP-1, fluorescence polarization; 360,000 tested, 0.85% active; inhibition, % at 25 µM; O14786;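 active = inhibition or corrected inhibition above about 18%, plus a signal ratio from 0.5 to 1.5, limit read from the data, passing the limit was not always enough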; also: strong numbers were not always called active
DNMT1 inh: blocks human DNA methyltransferase DNMT1; AID 588458; P26358; DNMT1 molecular beacon, Hinp1I cleavage, fluorescence; 360,000 tested, 0.83% active; inhibition (reported as % activation of signal), % at 10 µM; in the data active = inhibition above about 50%
Tb MetRS inh: blocks T. brucei methionyl-tRNA synthetase activity. inhibition, % at 11.9 µM. purified T. brucei MetRS, ATP depletion, Kinase-Glo luminescence. 360,000 tested, 0.4% active. AID 624268;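 active = inhibition above a per-plate cutoff of the control wells' mean inhibition plus 3 SD, cut at about 5.5% in these data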;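 also: 0% = DMSO wells median and 100% = median of wells with control inhibitor compound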
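Test system: purified T. brucei MetRS enzyme. Also added: ATP, methionine and E. coli bulk tRNA substrates. Compound: 11.9 µM single point. Schedule: 15 min enzyme-compound preincubation, 2 h reaction, 10 min detection, 25 °C. Signal: luciferase luminescence of residual ATP, Kinase-Glo. Evaluation: percent inhibition versus plate control medians. Controls: DMSO wells, low control.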
Neddyl block: blocks human cullin neddylation; TR-FRET cullin neddylation, biochemical; calls only at 25 µM; 360,000 tested, 0.58% active; AID 651699; in the data active = inhibition above about 36%
NadD block: NadD (S. aureus) enzyme inhibition. purified NadD enzyme, colorimetric absorbance read-out. inhibition, % at 20 µM. 360,000 tested, 0.78% active. AID 602399; in the data active = inhibition above about 26%; also: some compounds past the cut are filed as inactive
Active calls of the source: *; i = inactive; . = no result given; + = active, no number.

molecule	SUMO1 PPI mod	Scp-1 inhibitor	STEP block	LMPTP block	SKN-1 block	NRP1-CendR mod	DNMT1 inh	Tb MetRS inh	Neddyl block	NadD block
O=C(C1CCN(c2nnc(-n3cccc3)s2)CC1)N1CCOCC1	3	0	2	-1.3	-5	1	2	-0.3	i	5
COc1ccc(OCC(O)Cn2c(N)nc3c2c(=O)[nH]c(=O)n3C)cc1 (centres undefined)	-2	1	0	-3.0	4	12	-2	-0.5	i	-1
CC1N(C)c2cc(NC(=O)c3ccco3)ccc2C1(C)C (centres undefined)	-33	-3	-2	13	82	-115	-8	-0.6	i	2
COc1cc(C[C@@H](C)[C@@H](C)Cc2ccc(O)c(OC)c2)ccc1O	7	3	-3	1.3	-5	-10	8	-0.7	i	-5
O=C(c1cc2ccccc2o1)N1CCN(c2ncccn2)CC1	2	-7	3	-1.9	14	-12	-1	0.2	i	2
CC(C)CC(=O)NC(=S)Nc1ccccc1N1CCCC1	7	-15	1	2.1	12	1	-21	0.5	i	-7
C=CCNC(=O)c1c(-c2c(F)cccc2Cl)noc1C	0	0	-1	-0.9	-1	6	2	-0.9	i	3
C[C@]12C(=O)N(c3ccc(Cl)cc3)C(=O)N1[C@H]1c3ccccc3OC[C@@H]1[C@H]2c1ccccc1	4	-5	2	0.7	11	3	2	-0.3	i	10
CCN(CC)C(=O)COc1ccc2oc(C)c(C(=O)OC)c2c1	0	-2	-6	0.5	9	4	-1	0.2	i	-4
O=C(NC1CCCCCC1)c1ccc(CN2CCOCC2)cc1	-2	5	1	-2.4	5	-2	0	-1.0	i	-6
CCOc1ccccc1OCCOCCN1CCN(Cc2ccccc2)CC1	-4	-5	0	-1.7	0	3	-4	-0.1	i	-4
COc1ccc(-c2csc3ncnc(N4CCN(S(=O)(=O)c5ccc(C(C)=O)cc5)CC4)c23)cc1	15	5	2	1.8	7	-14	-6	-0.1	i	22
COc1ccc(CNC(=O)C(=O)NCC(c2ccco2)N2CCOCC2)cc1 (centres undefined)	-4	-9	-1	-3.0	10	-6	-1	-0.6	i	-6
CCc1cc(=O)oc2cc(C)cc(OCC(=O)NCc3ccncc3)c12	-1	-6	1	-0.5	2	-2	3	-0.4	.	3
Cc1[nH]n(-c2ccc(Cl)c(Cl)c2)c(=O)c1CCO	0	3	0	-0.7	3	12	-1	-2.4	i	-3
CCOC(=O)N/N=C(\C)c1ccc(C)c([N+](=O)[O-])c1	-5	-11	-3	-0.7	11	10	0	0.5	i	0
COc1ccc2cc(CN(CCO)C(=O)c3ccc(Br)cc3)c(=O)[nH]c2c1	1	-2	0	0.8	-15	-16	1	-0.1	i	-4
CCCCCCC1CCC(C(=O)Nn2c(C)nc3ccccc3c2=O)CC1 (centres undefined)	2	-3	5	0.2	3	8	14	-0.2	i	5
O=C(O)c1ccc2c(=O)n3c(nc2c1)/C(=C/c1ccc(C(F)(F)F)cc1)CC3	-9	24	1	-1.1	0	-18	5	0.4	+	5
O=C(O)COc1ccc2c3c(c(=O)oc2c1)CCC3	4	3	2	0.6	-8	-2	4	-0.1	.	3
Cc1cc(C)c(OCC(=O)OC(C)C(=O)NCc2ccccc2)c(C)c1 (centres undefined)	2	-8	1	-0.9	-13	12	-2	-0.3	i	-5
COc1ccc(NC(=S)c2ccc3ccccc3n2)cc1	-20	-11	9	2.9	5	-7	-6	-0.3	i	3
CCOC(=O)c1c(C)[nH]c(C(=O)COC(=O)CCSc2ccccc2)c1C	-1	-2	-1	0.6	4	-6	-1	0.6	i	3

An excerpt of these results, with each value named:
CC1N(C)c2cc(NC(=O)c3ccco3)ccc2C1(C)C (centres undefined)
  SUMO1 PPI mod = -33
  Scp-1 inhibitor = -3
  STEP block = -2
  LMPTP block = 13
  SKN-1 block = 82
  NRP1-CendR mod = -115
  DNMT1 inh = -8
  Tb MetRS inh = -0.6
  Neddyl block = i
  NadD block = 2
COc1cc(C[C@@H](C)[C@@H](C)Cc2ccc(O)c(OC)c2)ccc1O
  SUMO1 PPI mod = 7
  Scp-1 inhibitor = 3
  STEP block = -3
  LMPTP block = 1.3
  SKN-1 block = -5
  NRP1-CendR mod = -10
  DNMT1 inh = 8
  Tb MetRS inh = -0.7
  Neddyl block = i
  NadD block = -5
O=C(c1cc2ccccc2o1)N1CCN(c2ncccn2)CC1
  SUMO1 PPI mod = 2
  Scp-1 inhibitor = -7
  STEP block = 3
  LMPTP block = -1.9
  SKN-1 block = 14
  NRP1-CendR mod = -12
  DNMT1 inh = -1
  Tb MetRS inh = 0.2
  Neddyl block = i
  NadD block = 2
CC(C)CC(=O)NC(=S)Nc1ccccc1N1CCCC1
  SUMO1 PPI mod = 7
  Scp-1 inhibitor = -15
  STEP block = 1
  LMPTP block = 2.1
  SKN-1 block = 12
  NRP1-CendR mod = 1
  DNMT1 inh = -21
  Tb MetRS inh = 0.5
  Neddyl block = i
  NadD block = -7
